From PubChem BioAssay
PvdQ acylase: P. aeruginosa PvdQ acylase inhibition; purified PvdQ acylase, fluorescence plate reader; inhibition, % at 10 µM; 340,000 compounds, 0.063% hits; in the data active means inhibition above about 30%, passing the limit was not always enough;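 further: 0% = vehicle neutral wells and 100% = reference inhibitor wells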
C-LANA FP: KSHV C-LANA DNA binding inhibition; inhibition, % at 9 µM; 340,000 compounds, 0.078% hits; MBP-C-LANA/FAM-LBS DNA binding, fluorescence polarization;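 active means highest replicate inhibition at or above 60% at 9 µM, even if other replicates fall short; inactive means all replicates below 60% inhibition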;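 further: 0% = neutral control wells and 100% = 4 µM acridine orange control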
NSD2 inh: NSD2 (human) methyltransferase inhibition | O96028 | NSD2 peptide methylation, AlphaScreen, 120 min | inhibition, % at 12.5 µM | 310,000 compounds, 0.54% hits; in the data active means inhibition above about 50%
SR-BI uptake up: enhances SR-BI lipid uptake from DiI-HDL; CHO ldlA[mSR-BI] cells, DiI-HDL uptake fluorescence, 3 h; 100 = double the neutral-control signal; activation, % at 12.5 µM; 320,000 compounds, 0.096% hits; AID 504775;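 active means mean replicate activation of at least 60% and every replicate at or above 60%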;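 further: 0% = median plate neutral-control signal and 100% = twice that signal; values of inactives mirror those of a sister screen read the other way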
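Assay system: LDL receptor-deficient CHO ldlA cells overexpressing murine SR-BI / Medium: BSA-supplemented, HEPES-buffered Ham's F12, pH 7.4 / Probe or stimulus: DiI-labelled HDL at 10 µg/mL final / Timing: compound with DiI-HDL co-incubation, 3 h at 37 °C / Technique: bottom-read cell fluorescence after medium removal, ex 550/em 595 nm / Measure: HDL uptake via cellular fluorescence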
PKA-R2B act: PKA-R2B complex activation; PKA-R2B holoenzyme dissociation, Cy5-IP20 fluorescence polarization; R2B truncated from residue 108, S112A mutant; 0% DMSO only, 100% 113 µM cGMP; activation, % at 11.4 µM; P22694+P31323; AID 504700; 340,000 compounds, 0.079% hits;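 active means activation above a cutoff set at the mean over all compounds plus 3 SD, cut at about 18% in these data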;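 further: higher means more holoenzyme dissociation and a rise in polarization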
Target sequence (P31323 whole entry, looked up, other chains not shown, the tested form may be a part): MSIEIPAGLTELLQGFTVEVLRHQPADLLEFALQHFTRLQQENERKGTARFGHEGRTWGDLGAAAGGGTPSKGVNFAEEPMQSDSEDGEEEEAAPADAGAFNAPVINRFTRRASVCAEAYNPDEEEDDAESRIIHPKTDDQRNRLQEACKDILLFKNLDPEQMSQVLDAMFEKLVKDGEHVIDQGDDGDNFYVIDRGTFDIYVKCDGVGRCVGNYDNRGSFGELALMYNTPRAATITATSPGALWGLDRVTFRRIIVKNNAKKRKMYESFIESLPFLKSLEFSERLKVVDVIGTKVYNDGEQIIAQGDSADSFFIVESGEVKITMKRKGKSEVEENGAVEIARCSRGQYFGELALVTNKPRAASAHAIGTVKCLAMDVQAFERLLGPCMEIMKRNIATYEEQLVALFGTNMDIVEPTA
Keap1-Nrf2 PPI: Keap1-Nrf2 (human) interaction inhibition; Q14145; Keap1 Kelch-Nrf2 peptide fluorescence polarization, 1536-well; inhibition, % at 9.4 µM; 340,000 compounds, 0.15% hits; in the data active means inhibition above about 12%;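 further: human Keap1 Kelch domain with fluorescein labeled Nrf2 9mer peptide probe; 0% = neutral control wells and 100% = peptide positive control; higher means more block of Keap1 binding to Nrf2 peptide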
DAGLB inhibitor: blocks human DAGLB lipase activity; 340,000 compounds, 0.059% hits; inhibition, % at 5.17 µM; HEK293T DAGLB membrane lysate, EnzChek fluorogenic substrate; in the data active means inhibition above about 34%;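 further: 0% = enzyme with vehicle and 100% = wells lacking enzyme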
Target sequence (Q8NCG7 whole entry, looked up): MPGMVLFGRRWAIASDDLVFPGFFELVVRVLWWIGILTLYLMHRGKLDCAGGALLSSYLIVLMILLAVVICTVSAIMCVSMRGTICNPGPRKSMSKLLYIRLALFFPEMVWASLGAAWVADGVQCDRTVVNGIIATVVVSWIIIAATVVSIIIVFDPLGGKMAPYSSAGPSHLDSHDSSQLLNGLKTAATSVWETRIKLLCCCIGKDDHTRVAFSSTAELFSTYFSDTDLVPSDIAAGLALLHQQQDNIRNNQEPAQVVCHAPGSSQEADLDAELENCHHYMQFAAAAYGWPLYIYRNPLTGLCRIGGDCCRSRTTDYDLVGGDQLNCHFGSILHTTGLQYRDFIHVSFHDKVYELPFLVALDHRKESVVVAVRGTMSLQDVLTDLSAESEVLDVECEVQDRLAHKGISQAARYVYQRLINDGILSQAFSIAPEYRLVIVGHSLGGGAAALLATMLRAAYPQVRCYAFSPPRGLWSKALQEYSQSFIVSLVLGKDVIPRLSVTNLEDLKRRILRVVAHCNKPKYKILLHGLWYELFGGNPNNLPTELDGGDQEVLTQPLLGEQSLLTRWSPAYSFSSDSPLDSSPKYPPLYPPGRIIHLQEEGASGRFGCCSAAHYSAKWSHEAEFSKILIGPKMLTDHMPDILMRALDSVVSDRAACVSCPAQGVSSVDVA
SR-BI HDL uptake: blocks mouse SR-BI lipid uptake from DiI-HDL; 320,000 compounds, 0.96% hits; ldlA[mSR-BI] CHO cells, DiI-HDL uptake fluorescence, 3 h; Q61009; inhibition, % at 12.5 µM; AID 488896;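 active means mean replicate inhibition of at least 70% and a set share of replicates each scoring 70 or more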;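 further: 0% = median of neutral control wells and 100% = median of positive control wells; values of inactives mirror those of a sister screen read the other way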
RTF Ca sens inh: cardiac RTF calcium desensitization. IANBD-labeled cardiac RTF, Ca2+ fluorescence. inhibition, % at 7.15 µM. 340,000 compounds, 0.12% hits. P19429+P45379. AID 493244;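 active means inhibition above the mean inhibition of all tested compounds plus 3 SD, cut at about 17% in these data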;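 further: assay run at fixed EC70 calcium of 1.6 mM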
Arr AP2 block: blocks beta-arrestin peptide binding to AP2 adaptin; FITC-arrestin peptide / GST-AP2 beads, flow cytometry; AP2 beta2 appendage carries R879A mutation; inhibition, % at 10 µM; 340,000 compounds, 0.31% hits;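 active means inhibition above a set limit, near 3 SD of compounds lacking own fluorescence, cut at about 54% in these data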;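 further: plate controls were DMSO wells for no effect and 5 µM unlabelled arrestin peptide for full effect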
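system = GST-tagged AP2 beta2-adaptin appendage (R879A) on 4 µm glutathione beads | reagent = FITC-labelled arrestin peptide probe, 50 nM final | schedule = compound with beads 12 min RT, then probe 1 h RT | signal = HyperCyt-sampled flow cytometry, FL1 channel, ex 488/em 535 nm | read-out = percent response from loss of bead-bound FITC fluorescence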
* = called active by the depositor; · = no result given. Compounds as they come; any-hit rate near 2.1%.

structure	PvdQ acylase	C-LANA FP	NSD2 inh	SR-BI uptake up	PKA-R2B act	Keap1-Nrf2 PPI	DAGLB inhibitor	SR-BI HDL uptake	RTF Ca sens inh	Arr AP2 block
CC1CCCCC1NC(=O)CCNS(=O)(=O)c1ccc(Cl)cc1 (configuration not stated)	-17	-1.6	-1	6	-6	-3	3	-6	-1	3
CCOc1cc(N2CCOCC2)c(OCC)cc1NC(=O)C1CC(=O)N(c2ccccc2OCC)C1 (configuration not stated)	10	-0.6	-2	-22	-6	-6	1	22	-14	-4
COC(=O)c1ccc(O)c(Sc2cc(C(=O)OC)ccc2O)c1	-9	-1.9	-1	24	5	1	1	-24	-10	4
CCCOc1ccc(CCC(=O)N/N=C/c2ccc([N+](=O)[O-])o2)cc1	-9	2.3	-8	-32	-3	-8	1	32	-5	-7
CC(O)[C@H](NC(=O)C1(c2ccccc2)CCN(C(=O)OC(C)(C)C)CC1)C(=O)O (some centres not stated)	-9	1.8	-1	·	9	5	0	·	-8	9
O=C(C1CCC1)N1CCN(S(=O)(=O)c2ccc(Br)cc2Cl)CC1	-7	-2.0	22	-41	1	-2	2	41	-1	12
C=CCc1cc(C)cc(C)c1OCCn1cncn1	-15	1.1	-1	-6	-5	-6	1	6	2	0
Cc1c(NC(=O)COC(=O)c2ncc(Cl)c(Cl)c2Cl)c(=O)n(-c2ccccc2)n1C	-9	-1.1	0	14	-3	-6	0	-14	-22	0
C(=N\c1nccs1)/c1c[nH]c2ccccc12	-13	1.3	5	·	-12	-2	1	·	-1	0
CC(C)CC(NC(=O)c1cccs1)c1nnc(SCc2ccc(Cl)c(Cl)c2)n1C (configuration not stated)	-8	1.2	-2	8	-11	1	2	-8	-11	-2
O=C(NNC1=NCCN1Cc1ccccc1)c1cccc(C(F)(F)F)c1	-13	1.2	-3	8	6	1	0	-8	-4	0
Cc1nn(-c2ccccc2)c(Cl)c1/C=N\NC(=O)c1cncc(Br)c1	-7	-0.7	1	36	5	3	2	-36	3	0
COC(=O)C(C)(C(=O)OC)c1ccc(C(F)(F)F)cc1[N+](=O)[O-]	0	0.2	-3	13	7	-2	-4	-13	-5	10
Cc1cc(C)c(C)c(S(=O)(=O)NNC(=O)c2cccc(S(=O)(=O)N3CCOCC3)c2)c1C	-6	0.9	1	-12	-22	-1	1	12	-5	2
O=C(NCCCN1CCN(c2ccc(F)cc2)CC1)c1cccc(N2CCCC2=O)c1	3	-1.2	36	-6	4	-2	3	6	3	10
CCCC(=O)Nn1cnc2c(c1=O)C1(CCCC1)Cc1ccccc1-2	-8	0.5	11	-10	-18	4	-3	10	-2	-4
COc1ccc2[nH]c(=O)c(CN(c3ccc(C)c(C)c3)S(C)(=O)=O)cc2c1	6	0.6	0	7	3	3	1	-7	4	45
NC(=O)c1sc2nc(-c3ccccc3)c3c(c2c1N)CCCC3	-3	-0.9	0	-25	-7	0	0	25	3	-7
N#Cc1c(-c2ccc(Cl)cc2)c(-c2ccc(Cl)cc2)nn(CCOC(=O)CCC(=O)O)c1=O	-12	-0.7	1	1	-4	-3	2	-1	-11	8
CCOc1ccccc1N1CCN(C(=O)c2ccc(NS(=O)(=O)c3ccc4[nH]c(=O)[nH]c4c3)cc2)CC1	5	0.5	5	-4	-16	0	3	4	-4	3
CCOCCn1c(COc2ccccc2)nc2ccccc21	-5	1.2	-3	-17	2	-1	-6	17	-7	-12
C=CCSC1=Nc2sccc2C2=NC(=O)CN12	1	1.1	1	-10	1	1	0	10	-9	-2
COc1ccc(C(=O)O)cc1NC(=S)NC(=O)CSc1ccc(Cl)cc1	-4	2.6	0	4	4	-5	0	-4	-5	10
Cc1cccc(C)c1OCC(O)CNC(C)C (configuration not stated)	-8	-0.9	15	4	3	2	-2	-4	8	-1
CN(CC(=O)Nc1cccc(F)c1)C(=O)c1cc(S(=O)(=O)N2CCCCC2)ccc1N1CCOCC1	-14	-1.0	-1	17	2	-5	1	-17	-4	-4
COc1ccc(-c2sc3ccccc3c2C#CCCO)cc1	-4	-0.7	·	-68	-9	-5	0	68	-14	-1
COC(=O)c1ccc(OCC(=O)NCCC2=CCCCC2)c(OC)c1	-6	-2.0	-1	15	-2	6	-3	-15	-1	-10
Cc1ccc(-c2nnc(SCC(=O)Nc3ccc4c(c3)oc3ccccc34)n2C)c(Cl)c1	-5	-0.5	-1	·	-6	-6	3	·	-2	4
CCN(CC)CCOc1ccc(Br)cc1	-12	0.4	7	1	1	-4	1	-1	1	3
COc1ccccc1-n1cnc2cc(NS(=O)(=O)c3ccccc3)ccc21	-2	-0.4	1	-9	-2	-1	0	9	-7	31

Part of the list above, with values under each structure:
Below each compound – PvdQ acylase, C-LANA FP, NSD2 inh, SR-BI uptake up, PKA-R2B act, Keap1-Nrf2 PPI, DAGLB inhibitor, SR-BI HDL uptake, RTF Ca sens inh, Arr AP2 block
- CCOc1ccccc1N1CCN(C(=O)c2ccc(NS(=O)(=O)c3ccc4[nH]c(=O)[nH]c4c3)cc2)CC1
    5, 0.5, 5, -4, -16, 0, 3, 4, -4, 3
- CCOCCn1c(COc2ccccc2)nc2ccccc21
    -5, 1.2, -3, -17, 2, -1, -6, 17, -7, -12
- C=CCSC1=Nc2sccc2C2=NC(=O)CN12
    1, 1.1, 1, -10, 1, 1, 0, 10, -9, -2
- COc1ccc(C(=O)O)cc1NC(=S)NC(=O)CSc1ccc(Cl)cc1
    -4, 2.6, 0, 4, 4, -5, 0, -4, -5, 10
- Cc1cccc(C)c1OCC(O)CNC(C)C (configuration not stated)
    -8, -0.9, 15, 4, 3, 2, -2, -4, 8, -1
- CN(CC(=O)Nc1cccc(F)c1)C(=O)c1cc(S(=O)(=O)N2CCCCC2)ccc1N1CCOCC1
    -14, -1.0, -1, 17, 2, -5, 1, -17, -4, -4
- COc1ccc(-c2sc3ccccc3c2C#CCCO)cc1
    -4, -0.7, ·, -68, -9, -5, 0, 68, -14, -1
- COC(=O)c1ccc(OCC(=O)NCCC2=CCCCC2)c(OC)c1
    -6, -2.0, -1, 15, -2, 6, -3, -15, -1, -10
- Cc1ccc(-c2nnc(SCC(=O)Nc3ccc4c(c3)oc3ccccc34)n2C)c(Cl)c1
    -5, -0.5, -1, ·, -6, -6, 3, ·, -2, 4
- CCN(CC)CCOc1ccc(Br)cc1
    -12, 0.4, 7, 1, 1, -4, 1, -1, 1, 3
- COc1ccccc1-n1cnc2cc(NS(=O)(=O)c3ccccc3)ccc21
    -2, -0.4, 1, -9, -2, -1, 0, 9, -7, 31

(next part)
structure	PvdQ acylase	C-LANA FP	NSD2 inh	SR-BI uptake up	PKA-R2B act	Keap1-Nrf2 PPI	DAGLB inhibitor	SR-BI HDL uptake	RTF Ca sens inh	Arr AP2 block
Cc1ccc(C2(C)NC(=O)N(Cc3c(C)noc3C)C2=O)cc1 (configuration not stated)	-10	0.2	-1	-21	3	-5	0	21	-3	2
Cc1cc(/C=C(\C#N)C(=O)Nc2ccc(F)cc2)c(C)n1-c1ccc(N2CCOCC2)c([N+](=O)[O-])c1	-15	-2.1	0	-67	-2	-5	-1	67	-8	10
CCOC(=O)Nc1ccc(C(=O)NCC2CCCO2)cc1 (configuration not stated)	4	0.1	-1	20	-4	5	2	-20	-2	25
Cc1cccc(-n2c(SCc3cc(=O)n4ccsc4n3)nc3ccccc32)c1	2	-0.8	6	-22	2	5	-2	22	0	23
Cc1nnc(NC(=O)CSc2ncnc3c2cnn3-c2ccccc2C)s1	-1	1.1	23	12	-2	-2	-1	-12	-10	-6
COCCNC(=S)N/N=C(\C)c1ccccc1OC	-13	0.2	-2	20	-3	-4	-1	-20	-10	-4
O=C(CSc1nc2[nH]ncc2c(=O)n1-c1ccccc1Br)NCc1ccccc1Cl	-12	-0.2	1	2	-6	-1	-2	-2	-2	2
CC(=O)OC[C@]1(OC(C)=O)C[C@@]23CC[C@H]4[C@@](C)(CCC[C@@]4(C)C(=O)O)[C@@H]2CC[C@@H]1C3	-14	-1.5	·	16	-8	-1	-1	-16	-6	-6
CN(CC12CC3CC(CC(C3)C1)C2)C(=O)c1ccco1	-8	-0.3	11	12	-8	-5	-2	-12	7	-10
COc1ccc(NS(=O)(=O)c2ccc(NS(=O)(=O)c3ccc(SC)cc3)cc2)c(OC)c1	9	0.9	1	-8	5	-1	3	8	2	16
N#Cc1nc(COc2ccccc2Cl)oc1N1CCCCCC1	-16	-0.9	·	9	-5	0	-6	-9	4	-1
CC(C)(C)c1ccc(O)c(O)c1	-12	-0.9	·	0	-4	0	1	0	-9	8
N#CC1=C(N)OC2=C(CCc3ccccc32)C1c1ccccc1Cl (configuration not stated)	13	2.9	-2	-8	-13	3	-5	8	-5	-7
CCn1c(SCC(=O)N2CCCC2)nc2c(c1=O)SCC2	-15	-0.2	·	8	-3	-5	-2	-8	-2	-2
Cc1ccc(NC(=O)c2ncn(CC(=O)N3CCN(c4ccccn4)CC3)n2)cc1C	-6	5.8	·	-17	-1	2	-2	17	0	5
Cc1ccc(S(=O)(=O)CCC(=O)OCc2nnc(-c3ccc([N+](=O)[O-])cc3)o2)cc1	-5	-0.9	1	17	6	4	0	-17	-3	-2
COC(=O)Cc1ccc(NC(=S)NN2CCOCC2)cc1	-9	0.8	7	6	1	-2	1	-6	-48	·
COc1ccc(S(=O)(=O)Nc2cc(C)cc(C)n2)c2ccccc12	-3	3.6	-4	8	-6	1	0	-8	2	17
CCN(C(=O)Cc1c(C(=O)O)n(C)c2ccccc12)c1ccc(F)cc1	-3	0.1	-2	-9	·	1	·	9	·	41
Cc1ccc(C(=O)NCC(=O)NCC(=O)OCC(=O)c2cccs2)cc1	-3	-0.6	-2	43	-12	-3	1	-43	-9	-2
COc1ccc(C(CNC(=O)CNC(=O)c2ccccc2Cl)N2CCCC2)cc1 (configuration not stated)	-14	1.7	0	5	-3	-2	0	-5	-2	-9
O=C(O)Cn1c(=O)cnc2ccccc21	-11	1.8	-1	10	-16	-5	3	-10	-8	1
O=C(NCCCn1ccnc1)c1cn(Cc2ccc(F)cc2)nn1	-8	-0.5	-2	-11	15	-2	-4	11	-6	1
Cc1ccc(C(=O)NCc2cccnc2)cc1S(=O)(=O)Nc1ccccc1	-9	-2.9	1	8	8	-4	-2	-8	-6	1
